JMJD2A Tudor inh: inhibitors of human JMJD2A Tudor domain; O75164; AlphaScreen JMJD2A-Tudor / H3K4me3 peptide binding; Potency, µM (titrated, usually from 114 µM), for the others: at the highest dose activity change, negative = inhibition, actives largely listed as inhibitors; 4.4% of 390,000 active; AID 504339; also: % is scaled to controls: 0 for no effect and ±100 for the full control effect; nearly all actives have a fitted effect of over 50% in size
BLM inh: inhibitors of human Bloom syndrome helicase BLM; Potency, µM (titrated, usually from 56.1 µM), for the others: at the highest dose activity change, negative = inhibition, usual class: inhibitors; AID 2528; recombinant BLM DNA unwinding, fluorescence dequenching; 0.2% of 350,000 active; P54132;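 also: plate controls were vehicle for no effect and no enzyme for full effect; nearly all actives have a fitted effect of over 35% in size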
POLK inh: blocks human DNA polymerase kappa activity. purified Pol kappa, fluorescent DNA synthesis assay, 10 min. Q9UBT6. AID 588579. Potency, µM (series often up to 107 µM), without a hit: top-dose activity, negative = inhibition, actives largely listed as inhibitors. 0.53% of 400,000 active; also: % is scaled to controls: 0 for no effect and ±100 for the full control effect
Target sequence (Q9UBT6 whole entry, looked up): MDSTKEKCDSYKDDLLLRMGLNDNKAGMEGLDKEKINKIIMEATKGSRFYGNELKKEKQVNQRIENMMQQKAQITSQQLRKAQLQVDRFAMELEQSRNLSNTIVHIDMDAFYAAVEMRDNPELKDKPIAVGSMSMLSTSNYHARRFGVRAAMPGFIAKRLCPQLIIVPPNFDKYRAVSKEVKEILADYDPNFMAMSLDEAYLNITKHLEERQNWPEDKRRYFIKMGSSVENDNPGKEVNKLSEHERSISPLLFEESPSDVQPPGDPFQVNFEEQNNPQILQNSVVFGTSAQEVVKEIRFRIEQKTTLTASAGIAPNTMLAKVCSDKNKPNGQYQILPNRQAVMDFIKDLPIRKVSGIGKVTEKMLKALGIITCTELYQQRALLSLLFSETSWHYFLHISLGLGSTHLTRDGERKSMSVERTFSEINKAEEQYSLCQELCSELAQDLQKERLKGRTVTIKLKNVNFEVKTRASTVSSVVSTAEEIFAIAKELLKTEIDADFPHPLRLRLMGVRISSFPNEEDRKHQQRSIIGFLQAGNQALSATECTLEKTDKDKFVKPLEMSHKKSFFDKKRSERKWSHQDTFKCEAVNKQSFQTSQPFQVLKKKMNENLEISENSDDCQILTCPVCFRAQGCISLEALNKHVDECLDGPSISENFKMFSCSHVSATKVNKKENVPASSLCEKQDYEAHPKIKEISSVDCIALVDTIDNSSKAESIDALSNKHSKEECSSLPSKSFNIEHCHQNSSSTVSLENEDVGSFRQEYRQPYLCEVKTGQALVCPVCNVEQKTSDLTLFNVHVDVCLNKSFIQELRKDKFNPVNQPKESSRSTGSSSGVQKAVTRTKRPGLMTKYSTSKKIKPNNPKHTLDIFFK
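Pol kappa 10 nM + cpd, 15 min RT; start w/ substrate 50 nM final; fluorescence kinetic read, 0 and 10 min. Neg ctrl: buffer, no enzyme.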
APE1 inh: blocks human APE1 abasic DNA cleavage; recombinant APE1, TAMRA/BHQ-2 abasic DNA cleavage fluorescence; Potency, µM (series often up to 65.8 µM), without a hit: at the highest dose activity change, negative = inhibition, most hits filed as inhibitors; 0.35% of 350,000 active; AID 2517;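 also: plate controls were vehicle for no effect and reference inhibitor for full effect; nearly all actives have a fitted effect of over 55% in size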
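Kinetic fluorescence read (525 ex/598 em nm, three reads 60 s apart) of AP-site incision; signal = third minus first read. Enzyme 0.75 nM, dual-labelled THF duplex 50 nM, compound preincubation 15 min RT.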
BAZ2B block: BAZ2B (human) inhibition | AID 504333 | Potency, µM (doses to about 114 µM), for the others: top-dose activity change, negative = inhibition, most hits filed as inhibitors | AlphaScreen BAZ2B-H3K14Ac peptide displacement | 4.4% of 360,000 active; also: % is scaled to controls: 0 for no effect and ±100 for the full control effect; nearly all actives have a fitted effect of over 60% in size
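Protein-peptide AlphaScreen: BAZ2B 50 nM, b-H3K14Ac 50 nM, 1x PBS pH 7.4 + 0.01% Tween-20. Preincubation 30 min RT; cpd 30 min RT (top 110 uM); beads 20 min RT, light-protected.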
G9a block: blocks human histone lysine methyltransferase G9a; 8.8% of 350,000 active; Q96KQ7; G9a H3K9 monomethylation, AlphaScreen, 2 h; Potency, µM (doses to about 102 µM), without a hit: at the highest dose activity, negative = inhibition, actives largely listed as inhibitors; also: % is scaled to controls: 0 for no effect and ±100 for the full control effect; nearly all actives have a fitted effect of over 75% in size
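Step 1: enzyme (final 20 nM) with compound, 15 min RT. Step 2: substrate peptide 500 nM and SAM 20 uM, 2 h RT. Step 3: anti-H3K9me1 antibody and AlphaScreen beads, 10 min, then plate read.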
POLB inh: inhibitors of human DNA polymerase beta. P06746. Pol beta primer extension/strand displacement, fluorescence kinetic. Potency, µM (titrated, usually from 114 µM), for the others: at the highest dose activity change, negative = inhibition, hits mostly inhibitors. 1.3% of 340,000 active; also: % is scaled to controls: 0 for no effect and ±100 for the full control effect
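Values derive from four-parameter Hill fits of normalized kinetic data: reads at 0 and 10 min following addition of 50 nM substrate to 10 nM Pol beta preincubated 15 min with compound.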
POLI inh: DNA polymerase iota (human) inhibition. Q9UNA4. Pol iota fluorescent replication assay, 10 min. Potency, µM (highest dose often 115 µM), for inactives: top-dose activity, negative = inhibition, usual class: inhibitors. 1% of 390,000 active
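Pol iota at 10 nM preincubated 15 min with compounds at room temperature; reaction started with fluorescent substrate, 50 nM final. Fluorescence read kinetically at 0 and 10 min; buffer-only wells as negative control.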
Pol eta inh: blocks human DNA polymerase eta activity; recombinant Pol eta, fluorescent DNA replication assay; Potency, µM (titrated, usually from 114 µM), without a hit: top-dose activity change, negative = inhibition, actives largely listed as inhibitors; 1.2% of 390,000 active; also: % is scaled to controls: 0 for no effect and ±100 for the full control effect
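Pol eta at 10 nM preincubated with compounds 15 min at room temperature; reaction started with fluorescent substrate (50 nM final) and read kinetically at 0 and 10 min.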
* hit, by the source's call; u = inconclusive; x = no result given; & = joins results of further samples; ! = not confirmed by another sample; [ ] = remark or other dose. Calls follow the shape of the dose curve; as a rule, active = well fitted curve in the direction sought with a large enough effect; inconclusive = small, poorly fitted or top-dose-only effect, or another doubt; inactive = no such curve, though single readings can be large; an effect the other way counts as inactive or inconclusive. Potency is read from the fitted curve at half-maximal effect. An excerpt; count on the stated rates, not on these rows.

SMILES	JMJD2A Tudor inh	BLM inh	POLK inh	APE1 inh	BAZ2B block	G9a block	POLB inh	POLI inh	Pol eta inh
COc1ccc(-c2cc(C(=O)Oc3cccc(C)c3C)c3ccccc3n2)cc1	59%[activator]	-6%	3%	x	43%[activator]	83%[activator][59 µM]	21%	-17%	8%
COc1ccccc1CN1CC2(CCN(S(=O)(=O)c3ccccc3)CC2)C1	x	-15%	-1%[60.1 µM]	4%	x	9%[12.7 µM]	x	x	x
Cc1nc(N2CCCCC2)c2c(C)c(C(=O)Nc3ccc4c(c3)OCCO4)sc2n1	8%	-13%	-27%	-24%	-38%	0%	3%	u	-18%
COc1ccc(Cl)cc1NC(=S)N(Cc1ccccc1C)CC1CCC(C(=O)O)CC1 (stereo not given)	-14%	-1%	-4%	8%	6%	28µM*	25%	-22%	-1%
CCOc1ncccc1C(=O)Nc1nnc(C(CC)CC)s1	0%	-1%	-20%	-1%	6%	21%	1%	24%	-26%
O=C(Nc1cc(S(=O)(=O)N2CCCCC2)ccc1Cl)c1ccc(F)cc1	-8%	x	0%	-16%	13%	-23%[12.7 µM]	x	7%	-10%
CN1CCN(C(=O)/C(=C/c2cn(S(=O)(=O)N(C)C)c3ccccc23)NC(=O)c2ccccc2)CC1	-20%	0%	-17%	-2%	-19%	3%	1%	13%	-14%
CCOC(=O)N1CCC(NC(=O)Cn2c3ccccc3c3cn[nH]c(=O)c32)CC1	x	-2%	x	3%	-1%	-20%[12.7 µM]	0%	x	x
O=S(=O)(NC1CCCCC1)c1ccc(Cl)nc1	1%	-11%	-9%	-1%	13%	17%[59 µM]	17%	51%[activator]	-1%
CCC(=O)N1CCCc2cc(S(=O)(=O)N3CCC(C(=O)Nc4ccccc4CC)CC3)ccc21	-21%	0%	-6%[60.1 µM]	x	-10%	17%[59 µM]	4%	-13%	-7%
O=C(Nc1cccc(C(=O)O)c1)/C(=C/c1cccc([N+](=O)[O-])c1)NC(=O)c1cccc(Br)c1	-23%	x	1%	x	x	x	x	44%[activator]	-9%
Cc1ccc(NC(=O)CSc2n[nH]c(-c3ccncc3)n2)cc1C	-12%	2%	5%	-2%	9%	-37%[59 µM]	12%	26%	-7%
CC(C)S(=O)(=O)c1csc(C(=O)Nc2ccc(F)cc2)c1N	-30%	-4%	-5%	-2%	-10%	u	1%	-7%[58.9 µM]	-19%
O=C(CC12CC3CC(CC(C3)C1)C2)NC(=S)NCc1ccccc1	15%[57.1 µM]	-5%	-8%	10%	-1%	11%	2%[57.1 µM]	-9%	-20%
CSc1ccccc1-c1nnc(-c2ccccc2)o1	15%	6%	-7%	12%	16%	-45%[59 µM]	-17%	13%	-7%
O=C(NNC(=O)c1ccccc1-n1cccc1)c1cncc(Br)c1	-17%	x	-13%	-7%	x	x	x	21%	-20%
CC1CCN(C(=O)CSc2nnc(CSc3ncccn3)n2C)CC1	-8%	1%	-10%	9%	14%	u	22%	-3%[58.9 µM]	5%
CCC(COC(=O)Nc1ccccc1)NC(=O)OC(C)C (stereo not given)	-8%	0%	1%	-10%	-6%	x	12%	31%[activator]	-4%
CCC1(c2ccc(F)cc2)NC(=O)N(CC(=O)N2c3ccccc3NC(=O)C2(C)C)C1=O (stereo not given)	-26%	x	-29%	-35%	u	-11%	x	-9%	-4%
C=CCN1C(=O)/C(=C2/Sc3ccc(OC)cc3N2C)SC1=NCc1ccccc1	1%	3%	4%	u	-4%	-33%	14%	11%	-17%
O=C(Nc1ccc(N2CCOCC2)c(Cl)c1)c1ccc2c(c1)OCCO2	-5%	-18%	-11%	1%	-24%	u	u	-6%	-12%
O=C(c1ccc(-n2cncn2)c([N+](=O)[O-])c1)N1CCN(S(=O)(=O)c2ccccc2Br)CC1	-19%	x	-13%	3%	5%	-11%	x	23%	-16%
CN(C)CCN(C(=O)CCS(=O)(=O)c1ccccc1)c1nc2cc3c(cc2s1)OCO3	u	5%	-8%	-8%	-16%	x	u	u	-14%
COc1cccc(/C=C2\SC(=O)N(CC(=O)NC3CCS(=O)(=O)C3)C2=O)c1 (stereo not given)	-7%	2%	14%	74%[activator]	-20%	-1%	22%	10%	-14%
Cc1ccc(C(=O)N/C(=C/c2ccco2)C(=O)Nc2cccc(C)c2)cc1	u	-8%	-18%	-3%	-35%	u	2%	-14%	0%

Single records (already shown). Order of screens: JMJD2A Tudor inh, BLM inh, POLK inh, APE1 inh, BAZ2B block, G9a block, POLB inh, POLI inh, Pol eta inh
CCOC(=O)N1CCC(NC(=O)Cn2c3ccccc3c3cn[nH]c(=O)c32)CC1 in the list: x, -2%, x, 3%, -1%, -20%[12.7 µM], 0%, x, x
CCC(=O)N1CCCc2cc(S(=O)(=O)N3CCC(C(=O)Nc4ccccc4CC)CC3)ccc21 in the list: -21%, 0%, -6%[60.1 µM], x, -10%, 17%[59 µM], 4%, -13%, -7%

The list continues:
SMILES	JMJD2A Tudor inh	BLM inh	POLK inh	APE1 inh	BAZ2B block	G9a block	POLB inh	POLI inh	Pol eta inh
CC(C)CN(C(=O)CCC(=O)OCC(=O)N(C)c1ccccc1)c1c(N)n(CC(C)C)c(=O)[nH]c1=O	-5%	x	-7%	4%	12%	0%	x	36%[activator]	2%
CN1CC(=O)N(CC(=O)NC2CCCCC2)C1=O	-3%	x	-8%	17%	x	x	x	80%[activator]	-11%
COc1ccc(N2CCSC2C(=O)NN)cc1 (stereo not given)	-18%	-13%	4%	-2%	0%	10%[59 µM]	-19%	-7%	-14%
Cc1ccc2c(c1)c(C)c(C)n2CC(O)CN1CCOCC1 (stereo not given)	79µM*	5%	0%	-16%	1%	-22%[59 µM]	17%	u	-13%
CN(C(=O)CN1C(=O)NC2(CCCc3ccccc32)C1=O)C1CCCCC1 (stereo not given)	2%	x	16%	10%	x	x	x	12%	-18%
CC(=O)N[C@@H](CC(C)C)C(=O)O	x	4%[21.4 µM]	-5%[12 µM]	2%	x	8%[21.5 µM]	x	x	x
Cc1cc(SCC(=O)O)nc2ccccc12	-7%&0%	1%&-1%	3%&5%	13%&-3%	23%&-17%	11%	-15%&0%	34%&16%[activator]	-13%&-4%
CCCc1ccc(OCc2ccc(C(=O)N3CCN(c4ccccn4)CC3)o2)c(OC)c1	u	-11%	-20%	-2%	u	-49%[59 µM]	0%	-14%[58.9 µM]	-6%
Cc1ccc(N2C(=O)CC(Sc3ncn[nH]3)C2=O)cc1 (stereo not given)	28µM*	-5%	-5%	-8%	-6%	u	17%	11%	-10%
O=C(Cn1cc2c(n1)CCCC2)NCCCN1CCN(c2ccccc2F)CC1	-15%	3%	-4%	-3%	-2%	-7%	31%	19%	-4%
COc1cccc(-c2cn(-c3cccc(C(F)(F)F)c3)c(=S)[nH]2)c1	-9%	-3%	2%	-8%	-24%	23%[0.501 µM]	-4%	-13%	1%
O=C(CCSc1ccccc1)NC1CCCC1	-6%	-1%	-4%	1%	10%	u	-4%	-2%	3%
CC(=O)c1csc(CS(=O)(=O)c2ccccn2)n1	-7%	-2%	-6%	-2%	-12%	-4%	7%	u	5%
CC(=O)C1C(c2ccc(F)c(F)c2)NC(=O)NC1(O)C(F)(F)F (stereo not given)	-12%	-6%	-9%	-9%	5%	18%[59 µM]	34%	-20%	-16%
CC(C)Sc1ncc(Cl)c(C(=O)Nc2ccc(S(=O)(=O)N3CCCCC3)cc2)n1	-26%	-6%	-4%	x	-18%	-4%[59 µM]	15%	20%	-24%
CCS(=O)(=O)N1CCN(S(=O)(=O)c2ccccc2)CC1	-2%	3%	0%	25%	3%	5%[12.7 µM]	16%	7%	-12%
O=c1[nH]c(C2CCCN(S(=O)(=O)c3ccccc3)C2)nc2c1nnn2Cc1cccc(Cl)c1 (stereo not given)	-10%	-9%	-4%	12%	-13%	-1%	11%	-4%	-13%
Cc1nn(CCCC(=O)NCc2ccc(F)cc2)c(=O)c2nccn12	-8%	1%	9%	6%	2%	x	2%	-20%	-7%
CN1C(=O)/C(=C/c2ccc(OCc3cccc(F)c3)cc2)NC1=S	-8%	-2%	-10%	13%	5%	u	6%	28%	-8%
COc1cccc(CNC(=O)C2CCN(c3ncnc4c3nc3n4CCCCC3)CC2)c1	-23%&-17%	-6%&-12%	-21%&-16%	u	-22%&10%	2%&-6%[59 µM]	100µM*!	u	-3%&-10%
Cc1cc(OC(C)C(=O)N(Cc2cccs2)C2CCS(=O)(=O)C2)ccc1Cl (stereo not given)	-11%	-3%	-1%	10%	13%	0%	-2%	14%	-8%
O=C(CCCc1nc(-c2ccc(Cl)cc2)no1)Nc1cccnc1	-14%	1%	-11%	2%	-1%	6%[12.7 µM]	u	10%	-11%
CC1C(=O)N(Cc2ccccc2)c2ccccc2N1C(=O)c1ccccc1 (stereo not given)	-14%	-5%	17%	7%	-2%	8%	u	19%	-18%
CCc1cc(=O)oc2cc(C)cc(OC(C)C(=O)NCC(O)c3ccccc3)c12 (stereo not given)	-5%	3%	0%	21%	-22%	-11%	17%	27%	7%
O=c1cc(Cc2ccc([N+](=O)[O-])cc2)[nH]c(=O)[nH]1	-14%	x	-6%	x	x	x	x	-10%	-8%

An excerpt from above, showing only APE1 inh, BAZ2B block and Pol eta inh.
SMILES	APE1 inh	BAZ2B block	Pol eta inh
COc1ccc(-c2cc(C(=O)Oc3cccc(C)c3C)c3ccccc3n2)cc1	x	43%[activator]	8%
COc1cccc(-c2cn(-c3cccc(C(F)(F)F)c3)c(=S)[nH]2)c1	-8%	-24%	1%
CN1CC(=O)N(CC(=O)NC2CCCCC2)C1=O	17%	x	-11%

Additional compounds follow.
SMILES	JMJD2A Tudor inh	BLM inh	POLK inh	APE1 inh	BAZ2B block	G9a block	POLB inh	POLI inh	Pol eta inh
COc1ccc(/C=C2/C(=O)ON=C2C)cc1Cl	-27%	-5%	2%	17%	-31%	16µM*	7%	17%	4%
CN(CC(=O)Nc1cccc(F)c1)C(=O)c1ccc2c(c1)CC(c1ccccc1)OC2=O (stereo not given)	u	x	-9%	-5%	u	14µM*	x	1%	-12%
COc1ccc(C(=O)Nc2cc(Cl)ccc2C(=O)O)cc1	-8%	-2%	-7%	-3%	-8%	-27%	73%	-9%	2%
COc1ccc(NS(=O)(=O)c2cccc(Cl)c2)cc1S(=O)(=O)N1CCCCC1	-23%	-2%	-11%	-9%	48%[activator]	37%[59 µM]	23%	21%	-19%
CC(OC(=O)c1cnccn1)C(=O)Nc1nc(-c2cccc([N+](=O)[O-])c2)cs1 (stereo not given)	-34%	x	-11%	-5%	-28%	25%[2.33 µM]	x	-8%	-4%
Cn1cnc(S(=O)(=O)N2CCN(c3ccccc3)CC2)c1	8%	1%	3%	83%[activator]	-14%	-5%	8%	-3%	-7%
